# TNAP act hi DEA = TNAP (human) activation, high acceptor; purified TNAP, CDP-star luminescence, 1 M DEA, 30 min; stronger effect = higher value; 0 = EDTA background, 1 = DMSO-only activity; activation factor at 20 µM; 200,000 tested, under 10 active;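 active = activation factor at least 2 at 20 µM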
# Target sequence (P05186 whole entry, looked up): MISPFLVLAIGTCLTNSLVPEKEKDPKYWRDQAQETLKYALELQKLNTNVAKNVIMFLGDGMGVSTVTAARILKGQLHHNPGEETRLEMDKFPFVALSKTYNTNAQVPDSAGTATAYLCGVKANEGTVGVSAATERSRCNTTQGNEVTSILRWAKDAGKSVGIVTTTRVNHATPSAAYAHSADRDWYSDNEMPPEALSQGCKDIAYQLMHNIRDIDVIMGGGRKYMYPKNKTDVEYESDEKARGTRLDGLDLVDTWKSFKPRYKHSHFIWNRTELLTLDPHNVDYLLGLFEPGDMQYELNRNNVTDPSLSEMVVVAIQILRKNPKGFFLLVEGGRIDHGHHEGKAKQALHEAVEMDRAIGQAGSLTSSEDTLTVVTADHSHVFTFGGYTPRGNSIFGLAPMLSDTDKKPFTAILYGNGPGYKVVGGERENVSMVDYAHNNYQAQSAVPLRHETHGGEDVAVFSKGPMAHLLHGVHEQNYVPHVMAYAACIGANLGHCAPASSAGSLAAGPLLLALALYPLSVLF
#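 Test system – human TNAP · Doses – 20 µM single point · Incubation – 30 min, room temperature · Signal – luminescent substrate turnover signal · Read-out basis – activation factor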
# Lmaj promast = inhibitors of Leishmania major promastigote growth | Leishmania major promastigotes, resazurin fluorescence viability | 9% of 200,000 active | inhibition, % at 10 µM; in the data active = inhibition above about 50%;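 also: promastigotes grown with compound for 44 hours at 28 °C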
# FLuc stim CS = affects firefly luciferase, flagging false hits in luciferase stimulation screens; P08659; ATPlite luciferase biochemical, luminescence, 10 min; 0 = ATP-free wells, 1 = DMSO control; activation factor at 10 µM; 200,000 tested, under 10 active; AID 1027;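 active = luciferase activation factor, scaled between plate controls, of at least 2 with compound at 10 µM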
# Target sequence (P08659 whole entry, looked up): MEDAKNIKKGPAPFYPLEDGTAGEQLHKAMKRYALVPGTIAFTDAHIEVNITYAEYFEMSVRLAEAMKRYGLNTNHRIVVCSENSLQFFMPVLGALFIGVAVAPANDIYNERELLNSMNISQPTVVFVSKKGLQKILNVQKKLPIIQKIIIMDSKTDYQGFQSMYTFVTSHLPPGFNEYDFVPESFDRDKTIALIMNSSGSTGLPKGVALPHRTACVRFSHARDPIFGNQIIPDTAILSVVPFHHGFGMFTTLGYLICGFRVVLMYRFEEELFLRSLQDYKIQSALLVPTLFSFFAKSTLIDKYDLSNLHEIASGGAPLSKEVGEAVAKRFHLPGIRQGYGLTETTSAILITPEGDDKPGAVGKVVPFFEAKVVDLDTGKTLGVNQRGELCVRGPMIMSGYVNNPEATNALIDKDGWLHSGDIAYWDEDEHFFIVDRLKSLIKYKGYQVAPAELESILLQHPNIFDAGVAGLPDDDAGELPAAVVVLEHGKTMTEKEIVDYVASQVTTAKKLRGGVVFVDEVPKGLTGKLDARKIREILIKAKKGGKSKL
#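 Material: Luciferase/luciferin reagent mix | Doses: Test compounds dosed from 2 mM stocks in 100% DMSO | Timing: 10 min incubation after luciferase reagent addition, room temperature | Measured by: Luminescence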
# TNAP inh noacc = TNAP (human) inhibition, acceptor-free conditions | inhibition, % at 20 µM | purified TNAP, CDP-star luminescence, 30 min | 0.26% of 200,000 active | AID 1012 | P05186;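 active = tissue-nonspecific alkaline phosphatase inhibition above about 50% at 20 µM in the single-dose screen, limit read from the data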;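 also: 0% = DMSO negative control and 100% = EDTA positive control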
# bIAP act = intestinal alkaline phosphatase (bovine) activation; purified bovine IAP, CDP-star luminescence, 30 min; stronger effect = higher value; fold of DMSO-control signal, blank-subtracted; 0.17% of 200,000 active; activation factor at 20 µM;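 active = activation factor of 2 or more at 20 µM, a signal rise over negative controls twice the positive control's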
# bIAP inhibitor = intestinal alkaline phosphatase (bovine) inhibition. purified bovine IAP, CDP-star luminescence, 30 min. inhibition, % at 20 µM. 190,000 tested, under 10 active;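 active = over 50% inhibition of intestinal alkaline phosphatase at 20 µM in the single-dose screen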
#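 System: Purified bovine intestinal alkaline phosphatase (IAP) enzyme | Input: IAP diluted 1/65,000,000 in the well | Also added: CDP-star chemiluminescent phosphatase substrate, 30 µM final | Dosing: 20 µM single dose | Times: Enzyme reaction for 30 min at room temperature | Detection: Luminescence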
# TNAP inh hiacc = TNAP (human) inhibition, high acceptor | purified TNAP, CDP-star luminescence, 1 M DEA | inhibition, % at 20 µM | 0.03% of 200,000 active | AID 1135;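 active = over 50% inhibition of tissue-nonspecific alkaline phosphatase at 20 µM in the single-dose screen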;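 also: plate controls were DMSO wells for no effect and EDTA-quenched wells as full inhibition for full effect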
# FLuc inhib CS = inhibits firefly luciferase, flagging false hits in luciferase inhibition screens | ATPLite firefly luciferase biochemical luminescence, 10 min | 1.5% of 200,000 active | AID 1006 | inhibition, % at 10 µM | P08659;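 active = inhibition above about 50% when tested at 10 µM, limit read from the data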
# APP 5UTR inh = APP translation inhibition. SH-SY5Y APP 5'UTR-luciferase reporter, luminescence. inhibition, % at 2 µM. 0.82% of 190,000 active. AID 1285;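 active = inhibition above a set limit, derived from the sample mean plus 3 SD, cut at about 45% in these data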; also: values of inactives mirror those of a sister screen read the other way
# RAM inhibit = inhibitors of the yeast RAM network; AID 868; inhibition, % at 50 µM; S. cerevisiae dse1pr::URA3 reporter, 5-FOA growth OD615, 2 d; analog-sensitive cbk1-as2 kinase mutant strain; 1.8% of 190,000 active;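 active = inhibition above a set limit, 3 SD over mean compound inhibition, cut at about 8.4% in these data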;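 also: 0% = DMSO-only wells with no growth and 100% = 10 µM 1-NA-PP1 full growth; inhibition rescues growth on 5-FOA so higher OD means more RAM inhibition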
# Numbers without * were called inactive; / = not tested or not shown.
SMILES	FLuc stim CS	RAM inhibit	FLuc inhib CS	bIAP act	TNAP inh hiacc	TNAP act hi DEA	TNAP inh noacc	APP 5UTR inh	Lmaj promast	bIAP inhibitor
Cc1ccc(-c2noc(CCC(=O)NCCCN3CCN(c4cccc(Cl)c4)CC3)n2)cc1	1	-0.1	-2	1.1	-7	1.1	-7	-12	-1	-6
Cc1sc2nc(SCc3ccccc3)n(Cc3ccco3)c(=O)c2c1C	1	13*	-5	0.9	-3	1	-6	-8	-1	8
O=C(C1=C[C@H](c2ccccc2)C[C@H](OCCCCO)O1)N1CCN(Cc2ccc3c(c2)OCO3)CC1	1	-0.4	0	1.1	-6	1.1	-7	6	7	-6
CC1CCc2nn(CC(=O)NCCN3CCCCC3C)cc2C1 (stereo not given)	0.8	0.7	17	1.2	-8	1.1	-16	-7	-4	-16
CC1CC(C)CN(C(=O)CCNS(=O)(=O)c2cccs2)C1 (stereo not given)	1.1	0.5	-6	0.9	-5	1.1	-7	-8	-10	8
CN1CCN(C(=O)Nc2ccccc2)CC1	1	1.1	-3	0.9	-3	1	-5	-8	-6	11
CC(C)(C)NC1=CC(=O)OC12CCCCC2	1.1	-0.1	-5	0.9	-10	1.1	-3	0	11	9
CC12CCC(C(=O)N3CCCc4ccccc43)(CC1=O)C2(C)C (stereo not given)	1.1	2.3	-8	1	-6	1.1	-9	-12	4	5
COC(=O)C1CCN(C(=O)Cc2ccc(C)cc2)CC1	1	-0.9	-3	1	-3	1	-21	8	-2	5
COC(=O)c1ccc(C(=O)OC)c(NC(=O)CCC(=O)O)c1	1.1	1.2	-8	0.9	-6	1.1	-15	-22	0	9
COc1ccccc1NC(=O)c1ccc(S(=O)(=O)N(C)C)cc1	1	0.6	-2	1	1	1	-9	4	-7	4
O=C(CCCN1C(=O)/C(=C\c2ccco2)SC1=S)Nc1ccc2ccccc2c1	1.1	6.3	-9	0.9	3	1	18	-8	13	9
CC(=O)Nc1cccc(NC(=O)C2CCCN2C(=O)Nc2cccc(C)c2)c1 (stereo not given)	1.1	1.5	-6	1	-4	1	-12	-8	-4	0
CC(=O)c1c(C)[nH]c(C(=O)CSc2nnc(CN3CCCCCC3=O)n2-c2ccccn2)c1C	1	-0.5	-2	1.2	-4	1	-5	2	-2	-17
CCc1ccccc1NS(=O)(=O)c1ccc2[nH]cc(C(=O)NC3CCCC3)c(=O)c2c1	1.1	4.8	-6	0.9	1	1	-4	0	1	11
CC(=O)c1c(C)[nH]c(C(=O)OC2CCOC2=O)c1C (stereo not given)	1.1	0.1	-8	0.8	-6	1.1	-15	-14	-4	20
O=C(NCCc1ccccc1)c1cc2ncc(Br)cn2n1	1	1.5	5	1	-1	1	-9	-1	1	5
CC(C)[C@@H](C(=O)N1CCN(C(=O)OC(C)(C)C)CC1)n1cc(CCO)nn1	1.1	3.2	-5	1	-9	1.1	-11	3	-2	-4
Oc1ccc(-c2csc(NCc3ccco3)n2)cc1	0.8	2.8	15	0.9	2	1	-8	-24	43	10
COc1ccc(C2NC(=O)C(C)S2)cc1 (stereo not given)	1	0.8	-2	0.9	-4	1	-12	11	-3	13
CCn1c(COc2cccc3ccccc23)nnc1SCC(N)=O	1.1	1.2	-7	0.9	-6	1.1	-10	-6	-5	12
O=C(C(Cl)Cl)N1c2ccccc2OCC1c1ccccc1 (stereo not given)	1	3.8	-2	0.7	-6	1.1	3	-2	11	26
COc1cccc2cc(C(C)N(CCCN3CCOCC3)C(=S)Nc3ccc(C)c(C)c3)oc12 (stereo not given)	1.1	0.6	-8	1.2	-8	1.1	-7	-20	6	-16
Cc1ccc(F)cc1NC(=O)c1cccc(N(C)C)c1	1	0.2	3	0.9	-9	1.1	-7	-3	7	6
Cc1ccc(S(=O)(=O)N(C)c2ccc(C(=O)NCC3CCCO3)cc2)cc1 (stereo not given)	1.1	2.4	-7	0.9	-5	1.1	-4	0	-3	7

# No new results follow: an excerpt of the list.
SMILES	FLuc stim CS	RAM inhibit	FLuc inhib CS	bIAP act	TNAP inh hiacc	TNAP act hi DEA	TNAP inh noacc	APP 5UTR inh	Lmaj promast	bIAP inhibitor
Cc1ccc(-c2noc(CCC(=O)NCCCN3CCN(c4cccc(Cl)c4)CC3)n2)cc1	1	-0.1	-2	1.1	-7	1.1	-7	-12	-1	-6
Cc1sc2nc(SCc3ccccc3)n(Cc3ccco3)c(=O)c2c1C	1	13*	-5	0.9	-3	1	-6	-8	-1	8
O=C(C1=C[C@H](c2ccccc2)C[C@H](OCCCCO)O1)N1CCN(Cc2ccc3c(c2)OCO3)CC1	1	-0.4	0	1.1	-6	1.1	-7	6	7	-6
CC1CCc2nn(CC(=O)NCCN3CCCCC3C)cc2C1 (stereo not given)	0.8	0.7	17	1.2	-8	1.1	-16	-7	-4	-16
CC1CC(C)CN(C(=O)CCNS(=O)(=O)c2cccs2)C1 (stereo not given)	1.1	0.5	-6	0.9	-5	1.1	-7	-8	-10	8
CN1CCN(C(=O)Nc2ccccc2)CC1	1	1.1	-3	0.9	-3	1	-5	-8	-6	11
CC(C)(C)NC1=CC(=O)OC12CCCCC2	1.1	-0.1	-5	0.9	-10	1.1	-3	0	11	9
CC12CCC(C(=O)N3CCCc4ccccc43)(CC1=O)C2(C)C (stereo not given)	1.1	2.3	-8	1	-6	1.1	-9	-12	4	5
COC(=O)C1CCN(C(=O)Cc2ccc(C)cc2)CC1	1	-0.9	-3	1	-3	1	-21	8	-2	5
COC(=O)c1ccc(C(=O)OC)c(NC(=O)CCC(=O)O)c1	1.1	1.2	-8	0.9	-6	1.1	-15	-22	0	9
COc1ccccc1NC(=O)c1ccc(S(=O)(=O)N(C)C)cc1	1	0.6	-2	1	1	1	-9	4	-7	4

# Returning to the listing; the two compounds before the break are reprinted first.
SMILES	FLuc stim CS	RAM inhibit	FLuc inhib CS	bIAP act	TNAP inh hiacc	TNAP act hi DEA	TNAP inh noacc	APP 5UTR inh	Lmaj promast	bIAP inhibitor
Cc1ccc(F)cc1NC(=O)c1cccc(N(C)C)c1	1	0.2	3	0.9	-9	1.1	-7	-3	7	6
Cc1ccc(S(=O)(=O)N(C)c2ccc(C(=O)NCC3CCCO3)cc2)cc1 (stereo not given)	1.1	2.4	-7	0.9	-5	1.1	-4	0	-3	7
Cc1c(-c2c(C#N)c(N)nc3c2CCCCCC3)cnn1C	1.1	2.8	-9	1	-1	1	-8	-8	5	4
Cc1ccccc1-n1c(SCc2c(C)noc2C)nnc1-c1cccnc1	1	0.7	-2	1	1	1	-6	2	1	-4
S=C(NCc1cccs1)Nc1ccccc1Cl	1	2.2	-1	1	-4	1	-20	9	7	5
COc1cccc(CNC(=O)Nc2cccs2)c1	0.8	0.7	16	0.9	-7	1.1	-16	-37	-11	13
Cc1ccc(-n2nc(C(=O)O)nc2-c2ccccc2)cc1	1	0.1	-3	1	-2	1	-18	3	-3	3
Cc1ccc(C2C(C#N)=C(N)OC3=C2C(=O)CCC3)s1 (stereo not given)	1.1	1.2	-10	1	-1	1	-4	14	3	4
CC1(C)CN2C(=O)c3ccccc3C2(C)S1 (stereo not given)	1	0.8	-4	1.2	-4	1	-2	11	-6	-18
COc1ccc(/C=N/NC(=O)c2ccco2)cc1Cn1nc(C)cc1C	1	2.4	-3	1.1	0	1	-10	-1	-5	-6
COc1ccc(S(=O)(=O)NC(C)C(=O)Nc2ccccc2F)cc1 (stereo not given)	1.1	1.3	-7	1	-9	1.1	-12	-11	-4	3
Cc1noc2ncnc(Oc3ccccc3)c12	1.1	1.3	-8	0.9	-4	1	-7	-16	-6	6
COc1ccc2cc(C(=O)C3CCCN(C(=O)/C=C/c4ccccn4)C3)ccc2c1 (stereo not given)	1	1.1	-2	1.1	-3	1	0	5	3	-9
COCCn1c(SCC(=O)Nc2cccc(OC)c2)nc2c(oc3ccccc32)c1=O	1.1	1.0	-7	0.9	-4	1	-13	10	-5	9
Cc1cc(C)n2c(Nc3ccc4c(c3)OCCO4)c(-c3ccco3)nc2n1	1	1.3	0	0.9	-3	1	-6	-4	16	7
CCN(CC)C1CCN(Cc2cn[nH]c2-c2ccc(OC)c(F)c2)C1 (stereo not given)	1	0.4	-2	1.2	-8	1.1	0	-1	-5	-22
CCCCOC(=O)c1cc(C)nc2ccc(Br)cc12	1.1	-0.3	-8	0.9	-7	1.1	-9	2	-1	9
CC(C)(C)c1ccc(C(=O)c2c[nH]c(C(=O)NCc3cccnc3)c2)cc1	0.9	0.7	6	1	-4	1	-19	/	1	2
CCN(CC)CCNC(=O)c1cn(CC)c2ccc(S(=O)(=O)N(C)C)cc2c1=O	1.1	0.8	-11	1	-11	1.1	-11	-4	-2	-3
COCCn1c(Cc2ccccc2)nnc1SCC(=O)N1CCOCC1	1	0.4	-4	1	-4	1	-12	14	-4	3
O=C1C(C=NCc2ccco2)=C(O)c2ccccc21	0.6	-0.9	42	0.9	-5	1.1	-12	-98	-12	13
CCOC(=O)COc1ccc(S(=O)(=O)Nc2ccc(C)cc2)cc1	1	3.0	-5	0.9	-5	1	-9	7	-1	11
O=C(NCC1CCCO1)c1cc2ccccc2[nH]1 (stereo not given)	1	0.6	1	0.8	-5	1	3	-28	-11	18
CCCCc1nc(NCCNC(=O)c2ccco2)c(C#N)c2c1CSC(C)(C)C2	1	4.5	-2	1.1	-1	1	-3	10	6	-11
CCOc1ccc(Br)cc1S(=O)(=O)Nc1ccc(N2CCOCC2)cc1	1	0.4	-3	1	0	1	-10	23	8	2
COC(=O)CCN1CCN(S(=O)(=O)c2ccccc2Br)CC1	1.1	0.2	-9	1.1	-3	1	-2	-7	-10	-9
CCSc1nc2c(sc3ccccc32)c(=O)n1C(C)C	1	6.7	0	0.8	-3	1	-8	-18	-2	16
CC(Oc1ccccc1)C(=O)NN1Cc2ccccc2C1=N (stereo not given)	1	0.1	-3	1	-5	1	12	-15	-3	1
COC(=O)C1(O)CC(CC(C)C)=NN1C(=O)c1ccccc1 (stereo not given)	1	-1.0	-3	1	3	1	38	5	-3	-4
CC(C)(C)OC(=O)N1CCC[C@H]1C(=O)NCC1CCC(C(=O)O)CC1 (stereo not given in full)	1.1	2.6	-5	0.8	-2	1	-7	4	-4	21
COc1ccccc1CNC(=O)CSc1ccccc1	1	-0.5	-4	1	-6	1.1	-15	-2	5	-1
Cc1cc(OCC(=O)NCCO)ccc1Cl	1	1.2	-3	0.9	0	1	-8	-24	-6	5
COc1ccc(-n2c(Cc3cccn3C)nnc2SCC(=O)NC2CCCC2)cc1	1.1	0.5	-5	1	-2	1	-19	-12	29	2
CCCCC(CC)C(=O)NCCc1ccc(S(N)(=O)=O)cc1 (stereo not given)	1	-0.7	-5	0.9	-7	1.1	-10	-17	-2	8
CCC(C(=O)Nc1cccc(C(=O)O)c1C)c1ccccc1 (stereo not given)	1	1.3	-5	1	-7	1.1	-14	13	5	-3
O=C1c2nccnc2C(=O)N1c1ccc(F)cc1	1	2.1	-4	1.2	0	1	-8	10	-8	-16

# Screening data from PubChem BioAssay.
